# Screening data deposited in PubChem BioAssay by National Center for Advancing Translational Sciences (NCATS).
# POLI inh: DNA polymerase iota (human) inhibition. Q9UNA4. Pol iota fluorescent replication assay, 10 min. Potency, µM (series often up to 115 µM), for inactives: at the highest dose activity, negative = inhibition, most hits filed as inhibitors. 390,000 tested, 1% active. AID 588590; further: potency means the concentration at half of the fitted maximal effect
#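 Pol iota at 10 nM preincubated 15 min with compounds at room temperature; reaction started with fluorescent substrate, 50 nM final. Fluorescence read kinetically at 0 and 10 min; buffer-only wells as negative control.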
# Anesthetic bind: binds horse apoferritin like a general anesthetic; Potency, µM (highest dose often 77.5 µM), inactives show at the top dose activity change, negative = displacement, actives largely listed as inhibitors; P02791; 350,000 tested, 0.074% active; apoferritin/1-aminoanthracene competitive binding, fluorescence; further: potency means the concentration at half of the fitted maximal effect; on the % scale 0 is the no-effect control and ±100 the full control effect; nearly all actives have a fitted effect of over 20% in size
# Target sequence (P02791 2-175 limits assumed): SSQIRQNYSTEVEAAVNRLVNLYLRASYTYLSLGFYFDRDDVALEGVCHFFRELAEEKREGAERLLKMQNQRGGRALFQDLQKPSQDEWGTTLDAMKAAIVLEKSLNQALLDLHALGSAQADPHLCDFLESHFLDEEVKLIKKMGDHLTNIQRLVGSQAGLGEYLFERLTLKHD
#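 Concentration-response curves derived by four-parameter Hill fitting of normalized fluorescence, where compounds displaced 1-AMA from 10 uM horse apoferritin following a brief 10 min room-temperature incubation; propofol titration acted as positive control.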
# TRHR ag: TRH receptor (human) agonism; 360,000 tested, 0.18% active; P34981; TRHR cells, calcium flux fluo-8, FDSS agonist mode; activation, % at 2 µM; in the data active means activation above about 30%; further: 0% is about no effect
#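 In this calcium-flux screen, cells bearing human TRHR are dye-loaded with fluo-8, baselined for 10 cycles, then exposed to library compounds; positive kinetic calcium responses during the agonist phase mark hits, with TRH as control.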
# ERG-DNA inh: blocks human ERG Ets domain binding to DNA | P11308 | fluorescence polarization, His-ERG Ets domain / labelled DNA | Potency, µM (top dose mostly 76.9 µM), for inactives: top-dose FP activity, negative = inhibition, hits mostly inhibitors | 370,000 tested, 0.028% active; active means well fitted inhibition curve with a large enough effect in the polarisation, with a control signal flat; inconclusive means small, poorly fitted or top-dose-only effect, or effect the other way, or a change in a side signal; inactive means no such curve, though single readings can be large or run the other way; the % refers to the polarisation;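 further: polarization taken with two DNA probes labelled with fluorescein and Texas red; potency means the concentration at half of the fitted maximal effect; % of control where 0% means no effect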
#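 His-tagged ERG Ets domain (1 uM in the protein solution; 300mM KCl, 50mM Tris-HCl, 1mM EDTA, 1mM DTT, pH 7.5) received compound, then a probe mix of 5 nM fluorescein-DNA and 100nM Texas-615-DNA. Fluorescence polarization was read for both dyes.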
# BLM helicase inh: inhibitors of human Bloom syndrome helicase BLM. recombinant BLM DNA unwinding, fluorescence dequenching. Potency, µM (series often up to 56.1 µM), without a hit: at the top dose activity change, negative = inhibition, most hits filed as inhibitors. 350,000 tested, 0.2% active. AID 2528;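 further: potency means the concentration at half of the fitted maximal effect; plate controls were vehicle for no effect and no enzyme for full effect; nearly all actives have a fitted effect of over 35% in size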
# POLK inh: inhibitors of human DNA polymerase kappa | purified Pol kappa, fluorescent DNA synthesis assay, 10 min | Potency, µM (highest dose often 107 µM), for the others: at the highest dose activity, negative = inhibition, most hits filed as inhibitors | 400,000 tested, 0.53% active | AID 588579; further: potency means the concentration at half of the fitted maximal effect; on the % scale 0 is the no-effect control and ±100 the full control effect
#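 Kinetic fluorescence screen: compound preincubated 15 min RT with 10 nM enzyme; 50 nM substrate (final) initiates; reads at 0/10 min.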
# ALOX12 inh: ALOX12 (human) lipoxygenase inhibition; purified 12hLO, xylenol orange hydroperoxide absorbance; 580,000 tested, 1.1% active; P18054; AID 1671190; Potency, µM (titrated, usually from 108 µM), for inactives: at the highest dose activity change, negative = inhibition, actives largely listed as inhibitors; further: potency means the concentration at half of the fitted maximal effect; on the % scale 0 is the no-effect control and ±100 the full control effect
# Target sequence (P18054 whole entry, looked up): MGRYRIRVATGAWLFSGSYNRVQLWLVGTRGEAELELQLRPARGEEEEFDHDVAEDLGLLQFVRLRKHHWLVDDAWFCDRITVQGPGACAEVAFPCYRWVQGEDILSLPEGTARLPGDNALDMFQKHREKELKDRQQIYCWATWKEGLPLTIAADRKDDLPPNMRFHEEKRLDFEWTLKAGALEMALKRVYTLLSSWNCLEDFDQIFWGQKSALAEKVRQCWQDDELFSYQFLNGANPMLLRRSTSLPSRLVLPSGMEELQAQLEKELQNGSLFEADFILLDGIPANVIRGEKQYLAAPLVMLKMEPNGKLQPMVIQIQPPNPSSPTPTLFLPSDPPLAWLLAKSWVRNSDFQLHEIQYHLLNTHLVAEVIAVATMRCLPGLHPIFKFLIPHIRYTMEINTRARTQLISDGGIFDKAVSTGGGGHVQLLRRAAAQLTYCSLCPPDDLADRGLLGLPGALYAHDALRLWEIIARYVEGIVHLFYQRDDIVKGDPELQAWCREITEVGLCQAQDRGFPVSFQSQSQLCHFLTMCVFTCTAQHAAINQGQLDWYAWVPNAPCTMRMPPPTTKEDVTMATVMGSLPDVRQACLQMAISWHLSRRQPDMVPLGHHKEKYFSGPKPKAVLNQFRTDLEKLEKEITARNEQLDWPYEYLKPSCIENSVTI
#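 Purified human 12hLO (150 nM final) in 25 mM Hepes, 0.01% Triton X-100, pH 7.0 was preincubated 15 min at room temperature with compound. Then 40 uM arachidonic acid was added, 30 min. Hydroperoxide was read by Fe-XO absorbance ratio 573/405 nm.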
# Pol beta inh: DNA polymerase beta (human) inhibition; P06746; Pol beta primer extension/strand displacement, fluorescence kinetic; Potency, µM (titrated, usually from 114 µM), inactives show at the highest dose activity change, negative = inhibition, hits mostly inhibitors; 340,000 tested, 1.3% active; further: potency means the concentration at half of the fitted maximal effect; on the % scale 0 is the no-effect control and ±100 the full control effect
#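 Homogeneous kinetic assay of primer extension and strand displacement by 10 nM Pol beta, preincubated 15 min at room temperature with compound before 50 nM substrate (final) was added. Read at 0 and 10 min; four-parameter Hill fit.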
# APE1 inh: blocks human APE1 abasic DNA cleavage | recombinant APE1, TAMRA/BHQ-2 abasic DNA cleavage fluorescence | Potency, µM (top dose mostly 65.8 µM), for the others: at the top dose activity change, negative = inhibition, actives largely listed as inhibitors | 350,000 tested, 0.35% active;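 further: potency means the concentration at half of the fitted maximal effect; plate controls were vehicle for no effect and reference inhibitor for full effect; nearly all actives have a fitted effect of over 55% in size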
#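 Substrate: short duplex with […] THF abasic site, 5'-TAMRA and 3'-BHQ-2, 50 nM final. APE1 at 0.75 nM, preincubated 15 min RT with compound. Fluorescence increase from first to third read measured activity.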
# * hit, by the source's call; ? = inconclusive; · = not tested or not shown; [ ] = dose if it differs, or a comment. Unless noted, the call rests on the fitted dose curve; in most records, active means well fitted curve in the direction sought with a large enough effect; inconclusive means small, poorly fitted or top-dose-only effect, or another doubt; inactive means no such curve, though single readings can be large; an effect the other way counts as inactive or inconclusive. An excerpt, so the mix of outcomes need not match the whole.
# The first nine compounds, ahead of the listing:
SMILES,POLI inh,Anesthetic bind,TRHR ag,ERG-DNA inh,BLM helicase inh,POLK inh,ALOX12 inh,Pol beta inh,APE1 inh
CCOc1ccccc1OCCCC(=O)N1CCN(S(=O)(=O)c2ccc(Cl)cc2)CC1,39%[activator],·,-0.6,-4%,·,0%,20%,·,-3%
Cc1ccc(OCC(O)CNS(=O)(=O)c2ccccc2C(=O)O)cc1 (stereo not drawn),-1%,-8%,-0.4,10%,-12%,-5%,?,19%,5%
C(=NOCc1ccccc1)c1ccncc1,-10%,·,·,0%,·,0%,0%,·,·
COc1ccc(/C=N/NC(=O)c2ccoc2C)cc1OC,0%,8%,0.0,-4%,1%,-17%,4%,-21%,-2%
O=P(c1ccccc1)(c1ccccc1)c1ccc(O)cc1,36%[activator],1%,0.1,-5%,-4%,3%,15%,38%,15%
Cc1cc(C)n(C(=O)N(c2ccccc2)c2ccccc2)n1,-5%,-13%,-1.0,7%,-4%,14%,-1%,?,6%
COc1cccc(/C=C2\N=C(c3c(-c4ccccc4)noc3C)OC2=O)c1,-28%,3%,-0.1,·,0%,-2%,-9%,?,-2%
Cc1ccc(NC(=O)CN(C)c2ccc(S(=O)(=O)N3CCCC3)cn2)cc1,35%[activator],-21%,0.1,5%,-9%,0%,39%,2%,-1%
COc1ccc2[nH]cc(CCn3ccc(=O)c(C)c3C)c2c1,27%,-2%,-0.9,10%,-2%,4%,7%,-1%,1%

# The list itself (from the top)
SMILES,POLI inh,Anesthetic bind,TRHR ag,ERG-DNA inh,BLM helicase inh,POLK inh,ALOX12 inh,Pol beta inh,APE1 inh
CCOc1ccccc1OCCCC(=O)N1CCN(S(=O)(=O)c2ccc(Cl)cc2)CC1,39%[activator],·,-0.6,-4%,·,0%,20%,·,-3%
Cc1ccc(OCC(O)CNS(=O)(=O)c2ccccc2C(=O)O)cc1 (stereo not drawn),-1%,-8%,-0.4,10%,-12%,-5%,?,19%,5%
C(=NOCc1ccccc1)c1ccncc1,-10%,·,·,0%,·,0%,0%,·,·
COc1ccc(/C=N/NC(=O)c2ccoc2C)cc1OC,0%,8%,0.0,-4%,1%,-17%,4%,-21%,-2%
O=P(c1ccccc1)(c1ccccc1)c1ccc(O)cc1,36%[activator],1%,0.1,-5%,-4%,3%,15%,38%,15%
Cc1cc(C)n(C(=O)N(c2ccccc2)c2ccccc2)n1,-5%,-13%,-1.0,7%,-4%,14%,-1%,?,6%
COc1cccc(/C=C2\N=C(c3c(-c4ccccc4)noc3C)OC2=O)c1,-28%,3%,-0.1,·,0%,-2%,-9%,?,-2%
Cc1ccc(NC(=O)CN(C)c2ccc(S(=O)(=O)N3CCCC3)cn2)cc1,35%[activator],-21%,0.1,5%,-9%,0%,39%,2%,-1%
COc1ccc2[nH]cc(CCn3ccc(=O)c(C)c3C)c2c1,27%,-2%,-0.9,10%,-2%,4%,7%,-1%,1%
COc1ccc(OC)c(C(=O)COC(=O)COc2ccccc2)c1,74%[activator],·,·,-14%,·,-10%,?,·,-3%
Cc1ccc(Cl)cc1NC(=O)C1CC(=O)Nc2ncnn21 (stereo not drawn),-6%,5%,1.0,-8%,1%,-21%,3%,15%,2%
Cc1cccc(NC(=O)N2CCCCCC2)c1C,16%,?,0.2,0%,1%,-2%,8%,22%,5%
CCOC(=O)c1nnn(-c2nonc2N)c1CNc1ccccc1,0%,0%,-0.9,-1%,-6%,-15%,0%,-13%,-6%
Cn1c(=O)c2sccc2n2c(CCCC(=O)N3CCCCC3)nnc12,30%,-5%,0.7,2%,2%,-3%,-8%,1%,41%
O=C(Cc1ccccc1)NCCc1ccc(Cl)cc1Cl,152%[activator],3%,-0.4,3%,1%,-3%,·,-1%,6%
COc1ccc(/C=N/NC(=O)c2cc(-c3ccccc3)nc3ccccc23)cc1O,28%,-13%,-0.6,-3%,-15%,-4%,1%,32%,9%
c1ccc(-n2nnnc2SCc2cccc(CSc3nnnn3-c3ccccc3)n2)cc1,5%,-1%,1.0,0%,0%,-7%,479%[activator],0%,2%
Cc1csc(C(C)N(C)C(=O)c2ccc(OC3CCN(Cc4ccccn4)CC3)cc2)n1 (stereo not drawn),16%,-7%,0.6,2%,2%,-24%,4%,0%,-11%
CCOc1ccc(CCNC(=O)CN(C)S(=O)(=O)c2ccc3c(c2)CCC(=O)N3)cc1OCC,-15%,-2%,-0.4,-15%,-1%,-8%,-4%,19%,9%
Cc1ccccc1N(CC(=O)NCCSc1ccccn1)S(=O)(=O)c1ccccc1,0%,-7%,-0.7,3%,5%,-5%,0%,49%,2%
Cc1ccc2c(Cl)c(C(=O)Nc3cccnc3)sc2c1,-4%,-8%,-1.1,-1%,-14%,-7%,10%,7%,4%
COc1cc(/C=N/N2CCCCC2)cc(OC)c1O,-20%,7%,0.2,32%[activator],-12%,-10%,?,0%,18%
CCN(CC)C(=O)C1CCCN(c2ncnc3c2cnn3-c2cccc(C)c2)C1 (stereo not drawn),-2%,-20%,0.1,-7%,-1%,-8%,-25%,21%,-3%
C=CCOc1ccc(/C=C/C(=O)OCC(=O)NCc2cccs2)cc1,-8%,·,-0.5,-2%,·,-5%,2%,·,0%
CCOc1cc(S(=O)(=O)NCCc2ccccc2C)c(OCC)cc1-n1cnnn1,7%,0%,0.9,-7%,-8%,-17%,-13%,23%,-5%
COC(=O)C(C)N(C#N)c1nc(NC(C)C)nc(SC)n1 (stereo not drawn),-12%,-4%,-0.8,-13%,0%,-11%,9%,33%,2%
C/C(=N/NC(=O)COc1ccc(C(C)(C)C)cc1)c1ccc(N2CCOCC2)cc1,55%[activator],·,·,-10%,·,-25%,9%,·,·
Cc1n[nH]c(C)c1CCN(C)C(=O)C1CCC(=O)N(CC2CCCCC2)C1 (stereo not drawn),5%,-11%,0.7,1%,1%,-4%,-6%,18%,31%
O=C(Nc1cc(S(=O)(=O)Nc2ccccc2Cl)ccc1O)c1ccc(F)cc1F,-10%,·,·,-4%,·,-3%,0%,·,-5%
CNc1c(NS(=O)(=O)c2ccc(C(C)(C)C)cc2)c(=O)oc2ccccc12,148%[activator],-2%,0.4,2%,-6%,0%,?,15%,28%
O=c1[nH]c(-[n+]2ccccc2)c(/C=N/N=C(\[O-])c2ccccc2)s1,30%[activator],-10%,0.7,1%,-6%,-20%,1%,24%,?
COc1cccc(/C=N\NC(=O)c2cc(OCC(F)(F)F)ccc2OCC(F)(F)F)c1,3%,?,-1.0,-1%,-6%,-4%,17%,9%,-5%
CCOc1ccccc1N1CCN(C(=O)c2cc(S(=O)(=O)N3CCCCC3)ccc2C)CC1,79%[activator],·,-0.7,11%,·,0%,23%,·,-24%
Cc1ccc(NC(=S)N(CCCN2CCCC2)Cc2cccn2Cc2ccc(Cl)cc2)cc1Cl,12%,-11%,0.5,5%,-6%,10%,0%,9%,2%
COc1ccc(-n2cc(C(=O)NCCc3ccc(C)cc3)c3ccccc3c2=O)cc1,7%,-6%,0.6,-7%,-10%,-6%,-24%,36%,·
Cc1cc(C)cc(OCC(=O)O/N=C(\N)c2ccccc2Cl)c1,19%,-9%,0.7,-1%,-10%,-10%,-2%,-1%,11%
CCOc1ccc2[nH]c(=O)c(C(c3nnnn3Cc3ccco3)N3CCC(C)CC3)cc2c1 (stereo not drawn),11%,?,-0.3,-1%,-22%,-4%,0%,?,-2%
Cc1cccc(Cn2c(Sc3nc(C)cs3)nc3c2c(=O)[nH]c(=O)n3C)c1,23%,-14%,-2.0,0%,0%,2%,0%,1%,-1%
CC(NC(=O)Cn1cc(C(F)(F)F)ccc1=O)c1ccc(F)cc1 (stereo not drawn),158%[activator],-14%,0.4,-5%,0%,-11%,-3%,5%,-7%
CN(C)c1ccc(/C=C(/NC(=O)c2ccccc2)C(=O)NCCCn2ccnc2)cc1,-3%,-15%,6.0,23%,3%,-1%,·,3%,-10%
COc1ccc(NC(=O)C2CCCN(S(C)(=O)=O)C2)c(OC)c1 (stereo not drawn),-21%,0%,-0.4,1%,2%,-8%,19%,25%,1%
Cc1cc(=O)[nH]c2sc(C(=O)N3c4ccccc4CC3C)c(N)c12 (stereo not drawn),91%[activator],·,·,-9%,·,-13%,-11%,·,1%
COc1ccccc1-c1noc(-c2ccc(NCc3ccccc3)c([N+](=O)[O-])c2)n1,9%,5%,0.8,3%,-1%,-11%,-13%,16%,·
COc1ccc(CNCCC(c2ccccc2)C2CCOC(C)(C)C2)cc1 (stereo not drawn),61%[activator],-11%,1.1,0%,1%,-21%,0%,25%,3%
CC1CCCN(CCOCCOc2ccc(Br)cc2Cl)C1 (stereo not drawn),20%,1%,-0.2,-5%,-6%,-10%,?,2%,1%
Cc1ccc(C(=O)NCCC(=O)N2CCCC2)cc1,1%,-2%,0.2,-4%,-4%,-7%,?,11%,23%
CCOC(=O)c1ccc(NC(=O)Cn2nnc(-c3ccc(C(F)(F)F)cc3)n2)cc1,6%,-11%,0.1,-2%,-6%,2%,-16%,2%,·
